# Source: PubChem
# SENP1 inh – human SENP1 catalytic domain inhibitors, primary screen, biochemical, FRET, uHTS; Sentrin-specific protease 1 (Homo sapiens), Q9P0U3; recombinant SENP1 catalytic domain, CyPet-SUMO1-YPet FRET cleavage; inhibition, % at 10 µM; 360,000 compounds, 0.21% hits; AID 624204, 2012;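 active = inhibition at least 30% at 10 µM, raw YFP signal under a set limit, fluorescence ratio 0.5 to 1.5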;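 also: 0% = enzyme with DMSO and 100% = no enzyme wells; some results filed as inactive read as strong as hits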
# Target sequence (Q9P0U3 419-644 limits assumed): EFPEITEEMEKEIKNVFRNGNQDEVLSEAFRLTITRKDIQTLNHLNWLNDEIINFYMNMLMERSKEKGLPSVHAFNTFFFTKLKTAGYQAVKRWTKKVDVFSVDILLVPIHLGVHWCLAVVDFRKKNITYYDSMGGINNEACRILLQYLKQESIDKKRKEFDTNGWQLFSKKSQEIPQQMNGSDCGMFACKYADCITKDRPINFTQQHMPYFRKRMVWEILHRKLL
#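 Test system: human SENP1 catalytic domain; medium: Tris pH 8 buffer plus EDTA, NaCl, BME, BSA, NP40, catalase; incubation: 50 min reaction at room temperature; technique: FRET, CFP and YFP emission; controls: no-enzyme low control and enzyme-plus-DMSO high control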
# NALP3 yeast inh – NALP3 inflammasome inhibitors in reconstituted yeast, primary screen, luminescence, uHTS | Yeast reconstituted NLRP3/ASC/caspase-1, beta-gal luminescence, 24 h | inhibition, % at 10 µM | 330,000 compounds, 0.39% hits;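 active = inhibition of 50% or more; inactive = inhibition below 50%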;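 also: plate controls were induced DMSO wells for no effect and uninduced yeast grown without galactose for full effect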
# APOBEC3A inh – APOBEC3A ssDNA deaminase inhibitors, primary screen, selectivity assay for APOBEC3G inhibitor project, biochemical, FAM/TAMRA oligo cleavage fluorescence; inhibition, % at 20 µM; recombinant A3A, FAM/TAMRA ssDNA deamination fluorescence; AID 493011, 2011; DNA dC->dU-editing enzyme APOBEC-3A (Homo sapiens), P31941; 330,000 compounds, 0.41% hits;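 active = at least 40% inhibition at 20 µM here, with at most 30% in a related deaminase screen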;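 also: plate controls were A3A with DMSO for no effect and wells lacking A3A enzyme for full effect; some results filed as inactive read as strong as hits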
# Target sequence (P31941 whole entry, looked up): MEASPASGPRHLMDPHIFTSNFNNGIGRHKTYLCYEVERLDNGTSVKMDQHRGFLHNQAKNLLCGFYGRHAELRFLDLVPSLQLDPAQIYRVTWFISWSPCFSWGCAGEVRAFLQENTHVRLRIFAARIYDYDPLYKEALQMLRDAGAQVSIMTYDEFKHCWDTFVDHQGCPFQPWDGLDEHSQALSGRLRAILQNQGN
# mIAP act – activators of mouse IAP, primary screen, biochemical, luminescence, uHTS | intestinal alkaline phosphatase [Mus musculus] | muIAP, CDP-Star luminescence, 30 min; stronger effect = higher value; 1 = vehicle-only enzyme signal, 0 = enzyme-free wells | activation factor at 10 µM | 330,000 compounds, 0.24% hits;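 active = activation factor of at least 2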; also: the source names both 10 and 20 µM as test concentration; values of inactives mirror those of a sister screen read the other way
#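 Assay system: mouse IAP enzyme; Reagent: CDP-Star chemiluminescent phosphatase substrate; Compound: DMSO-dissolved test compounds; Incubation: 30 min, room temperature; Technique: luminescence from enzymatic CDP-Star hydrolysis; Controls: DMSO-only wells and no-enzyme negative control.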
# APOBEC3G inh – APOBEC3G DNA deaminase inhibitors, primary screen, biochemical, fluorescence, single-stranded DNA substrate, uHTS. DNA dC->dU-editing enzyme APOBEC-3G (Homo sapiens), Q9HC16. recombinant A3G, ssDNA deamination FAM/TAMRA fluorescence. inhibition, % at 20 µM. 330,000 compounds, 0.28% hits. AID 493012, 2011;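 active = inhibition of at least 40% at 20 µM, with no more than 30% in the related APOBEC3A deaminase screen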;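 also: plate controls were DMSO wells with A3G for no effect and wells lacking A3G enzyme for full effect; some compounds called inactive have numbers as strong as hits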
# hIAP activ – human IAP activators, primary screen, biochemical, luminescence, uHTS; Intestinal-type alkaline phosphatase (Homo sapiens), P09923; purified human IAP, CDP-Star luminescence, 30 min; stronger effect = higher value; 1 = vehicle-only enzyme, 0 = enzyme-free background; activation factor at 10 µM; 330,000 compounds, 0.16% hits;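 active = activation factor of the enzyme at least 2-fold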; also: the source names both 10 and 20 µM as test concentration; values of inactives mirror those of a sister screen read the other way
# Target sequence (P09923 whole entry, looked up): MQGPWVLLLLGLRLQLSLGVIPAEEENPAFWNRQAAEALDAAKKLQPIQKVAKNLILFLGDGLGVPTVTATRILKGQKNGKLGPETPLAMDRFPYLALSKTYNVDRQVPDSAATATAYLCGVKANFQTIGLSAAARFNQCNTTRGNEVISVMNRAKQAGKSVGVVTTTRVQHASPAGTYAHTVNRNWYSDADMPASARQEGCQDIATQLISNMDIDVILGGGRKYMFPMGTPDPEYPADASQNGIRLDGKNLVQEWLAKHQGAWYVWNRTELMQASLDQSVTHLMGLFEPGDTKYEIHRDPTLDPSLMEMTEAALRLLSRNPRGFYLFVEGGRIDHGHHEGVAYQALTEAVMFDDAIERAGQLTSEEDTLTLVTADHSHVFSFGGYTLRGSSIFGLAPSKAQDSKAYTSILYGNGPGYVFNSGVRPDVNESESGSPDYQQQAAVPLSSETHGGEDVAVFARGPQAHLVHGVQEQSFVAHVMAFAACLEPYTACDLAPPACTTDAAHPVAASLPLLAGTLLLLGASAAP
# mIAP inh – inhibitors of mouse IAP, primary screen, biochemical, luminescence, uHTS | 330,000 compounds, 0.2% hits | intestinal alkaline phosphatase [Mus musculus] | purified mouse IAP, CDP-Star luminescence, 30 min | inhibition, % at 10 µM;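 active = inhibition of at least 40% at 10 µM in the primary screen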;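 also: plate controls were DMSO with enzyme for no effect and no enzyme wells for full effect; values of inactives mirror those of a sister screen read the other way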
# beta cell repl – inducers of MIN6 beta-cell proliferation, primary screen, ATP luminescence, uHTS. MIN6 cells proliferation, ATPlite luminescence, 48 h; cells starved in 0.2% serum; 100% = growth in 10% serum. proliferation, % at 10 µM. 330,000 compounds, 0.29% hits. AID 2380, 2010;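 active = compounds whose signal lies at least 3.5 SD above the mean of all wells on their plate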;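 also: 0% = DMSO-treated cells in low-serum medium and 100% = 10% serum control; some compounds called inactive have numbers as strong as hits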
# hIAP inh – human IAP inhibitors, primary screen, biochemical, luminescence, uHTS; purified IAP, CDP-Star luminescence, 30 min; inhibition, % at 10 µM; 330,000 compounds, 0.12% hits; Intestinal-type alkaline phosphatase (Homo sapiens), P09923;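 active = inhibition reaching a set limit with compound at 10 µM in the primary screen, cut at about 35% in these data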;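 also: plate controls were DMSO wells with enzyme for no effect and no-enzyme buffer wells for full effect; values of inactives mirror those of a sister screen read the other way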
# The depositor's hits bear a star. This is a subset (hit frequency here may not be typical).
# Sequence of screens: SENP1 inh, NALP3 yeast inh, APOBEC3A inh, mIAP act, APOBEC3G inh, hIAP activ, mIAP inh, beta cell repl, hIAP inh
> COc1cc(OC)c(NC(=O)CNC(=O)Cn2ccc3ccccc3c2=O)cc1Cl
  1, 15, 2, 0.98, -14, 0.93, 2, 0, 7
> CN1C(=O)NC(c2ccccc2)C2=C1CN(CCc1ccccc1)C2=O (configuration not stated)
  1, 9, 1, 0.97, -2, 1.1, 3, 0, -13
> COc1ccc(C(=O)Oc2cccc(Nc3ncnc4ccccc34)c2)cc1OC
  -1, -5, 3, 1, 2, 1.1, -5, 0, -8
> COc1ccc2nc(C)c(C(=O)NN)cc2c1
  2, 11, 0, 1, -3, 1.1, 0, 0, -7
> NC(=S)NN=C(c1ccccc1)c1ccccc1
  3, -6, -1, 0.93, -4, 0.84, 7, -7, 16
> CC(=O)Nc1ccccc1-c1nc2ccccc2nc1OCC(=O)c1ccc2ccccc2c1
  2, 7, -4, 1, -1, 0.8, -4, -2, 20
> Cc1ccc(NS(=O)(=O)c2ccc(Br)s2)nc1
  -31, 7, -5, 0.9, -9, 0.95, 10, -1, 5
> COc1cccc(NC(=O)C(c2ccccc2)N2CCCCC2)c1 (configuration not stated)
  0, 20, 7, 1.1, -2, 1.1, -12, -3, -12
> Cc1ccccc1C(C)NS(=O)(=O)c1ccc2c(c1)OCCO2 (configuration not stated)
  1, -4, 1, 0.95, -2, 0.97, 5, 3, 3
> O=C(Nc1cccc(Cl)c1)c1cccc(Oc2ccc([N+](=O)[O-])cc2Cl)c1
  3, 31, -2, 0.9, -9, 1.1, 10, -6, -9
> COCc1nc2oc3ccc(C)cc3c(=O)c2cc1C(=O)OC
  0, 16, -6, 0.99, -9, 0.99, 1, -2, 1
> O=C(O)CC(NC(=O)COc1ccc(Cl)cc1Cl)C(=O)O (configuration not stated)
  1, 16, -8, 1, -9, 0.98, -4, -1, 2
> Nc1nnc(CSCc2ccccc2Cl)s1
  -2, 19, -3, 1.1, -7, 0.89, -6, -2, 11
> CCn1cnc2c1c(=O)n(Cc1nnc3n1-c1ccccc1SC3)c(=O)n2Cc1ccccc1
  4, 12, 2, 1, -1, 1.2, -3, 0, -18
> Clc1ccc(N2CCN(c3ccnc(Cl)n3)CC2)cc1
  2, 23, -4, 1.1, -7, 0.79, -9, -1, 21

# The listing continues.
# Sequence of screens: SENP1 inh, NALP3 yeast inh, APOBEC3A inh, mIAP act, APOBEC3G inh, hIAP activ, mIAP inh, beta cell repl, hIAP inh
> COc1ccc(CCNC(=O)CSC2=NS(=O)(=O)c3ccccc3N2)cc1OC
  0, 20, -2, 1, -10, 0.96, -1, 3, 4
> COc1ccc(C2CC2/C(=N/O)c2ccccc2)cc1 (configuration not stated)
  0, 19, -3, 0.93, -8, 1.1, 8, -1, -6
> Cc1ccc(NC(=O)Cn2c(C)cc(C)c(C#N)c2=O)c(Cl)c1
  -1, 25, 12, 1.1, 8, 1, -5, -1, 0
> CCOc1ccc(CCNC(=O)CCS(=O)(=O)c2ccc(C)cc2)cc1OCC
  -1, 3, 10, 1, -4, 1.1, -1, 1, -12
> CCOC(=O)c1nnn(-c2nonc2N)c1CSc1ccccc1
  1, 16, 1, 0.85, -6, 1, 15, 0, -2
> CN(C)c1cc(N/N=C/c2ccccc2C(F)(F)F)nc(N(C)C)n1
  0, 17, 6, 1, -3, 1.3, -2, -5, -26
> O=C(Nc1ccc(Cl)c(Cl)c1)c1ccc(Cl)c(Cl)c1
  1, 22, -2, 0.94, -1, 1.2, 6, -3, -19
> CCOc1ccc(S(=O)(=O)NC2CCCCC2C)cc1 (configuration not stated)
  1, 21, -3, 0.97, -1, 1.2, 3, 3, -21
> COc1cccc(OC)c1CNC(=O)CCSCc1ccccc1F
  1, 9, -7, 1, -6, 1.1, -5, -3, -12
> C/C(=N\Nc1ccc(C(=O)O)cc1)c1ccc(-n2ccnc2)cc1
  -1, 15, 1, 1, -2, 0.99, -4, -3, 1
> CSc1ncccc1C(=O)OCC(=O)NC(N)=O
  2, -11, 2, 1.1, -1, 1.1, -5, -2, -8
> COc1ccc(CCNc2nc3ccccc3n3cnnc23)cc1OC
  -9, 8, 1, 0.95, -4, 1.1, 5, 3, -7
> C[C@H](CO)N1C[C@H](C)[C@@H](CN(C)S(=O)(=O)c2ccccc2)Oc2ccc(NC(=O)c3ccncc3)cc2C1=O
  0, -2, 2, 1, 3, 1.2, 0, -4, -25
> NC(=O)CSc1nc(N)c2c3c(sc2n1)CCCCC3
  -1, 17, 2, 0.97, -2, 1, 3, 0, -2
> O=S(=O)(Cc1ccccc1)N1CCN(Cc2ccc3c(c2)OCO3)CC1
  2, 20, -5, 1.1, -6, 0.99, -13, 0, 1

# Further compounds follow.
mol,SENP1 inh,NALP3 yeast inh,APOBEC3A inh,mIAP act,APOBEC3G inh,hIAP activ,mIAP inh,beta cell repl,hIAP inh
CCNc1nc(Cl)nc(NCc2ccccc2)n1,-2,-6,3,0.98,1,1.1,2,-1,-10
COc1ccc(C(c2nnnn2Cc2ccccc2)N2CCN(C(=O)c3ccco3)CC2)cc1OC (configuration not stated),3,9,-9,0.99,-4,0.98,1,-2,2
Clc1ccc(-c2csc(N3CCOCC3)n2)cc1,2,-39,3,1,-4,1.1,-4,0,-6
CC1=Nc2ccccc2/C1=C\c1nc(-c2ccccc2)oc1O,-21,23,-6,0.85,-4,1.1,15,-4,-10
COc1ccccc1N1CCN(C(=S)NC(=O)/C=C/c2ccccc2)CC1,2,11,0,0.95,-1,0.76,5,-2,24
CCOC(=O)C1CCCN(C(=O)CCNS(=O)(=O)c2ccc3c(c2)CCC(=O)N3)C1 (configuration not stated),2,16,-4,0.93,0,1,7,1,-2
CCOC(=O)[C@@H]1[C@H]2COc3ccc(Br)cc3[C@@H]2N2C(=O)N(c3ccc(Cl)cc3)C(=O)[C@]12C,0,0,2,0.93,-4,0.92,7,-5,8
CN(c1ccccc1)S(=O)(=O)c1cccc(NC(=O)c2ccncc2)c1,-1,9,1,0.98,-7,1,2,-4,0
CCOc1ccc(NC(=O)CN2C(=O)COc3ccccc32)cc1,3,20,-3,1,-13,1,-1,-1,-1
COc1ccc(N2C(=O)/C(=C\c3ccco3)N=C2SCC(N)=O)cc1Cl,-21,9,2,0.8,-2,0.93,20,-2,7
COc1cc(C(=O)Nc2ccc(N3CCN(C(=O)c4ccc(C)cc4)CC3)cc2)cc(OC)c1OC,0,17,-2,1.1,2,1.1,-8,-4,-7
COc1ccc(C(=O)NC2CCCc3ccccc32)cc1S(=O)(=O)N1CCOCC1 (configuration not stated),-1,10,-3,1.1,-11,1.1,-9,0,-10

# Carrying on:
mol,SENP1 inh,NALP3 yeast inh,APOBEC3A inh,mIAP act,APOBEC3G inh,hIAP activ,mIAP inh,beta cell repl,hIAP inh
COCCN(C(=O)c1csnn1)C(C(=O)NC1CCCCC1)c1sccc1C (configuration not stated),0,8,-3,0.88,-7,0.9,12,0,10
NS(=O)(=O)c1ccc(O)c(NC(=O)c2ccc([N+](=O)[O-])o2)c1,1,16,8,0.68,64*,1,32,-5,-2
O=C1CCC(C(=O)N2CCCC2)CN1Cc1cccc(C(F)(F)F)c1 (configuration not stated),3,17,-3,0.99,-10,1.1,1,1,-14
CCOC(=O)COn1c(=O)c[n+]([O-])c2ccccc21,1,0,-1,0.99,-3,0.88,1,1,12
Cc1ccc(-c2nc3c(c(SCC(=O)N4CCOCC4)n2)COC(C)(C)C3)cc1,-1,21,-4,1,-6,1.1,-2,3,-10
CN(CC(=O)Nc1cccc(F)c1)C(=O)CCNC(=O)c1ccc(Br)cc1,0,18,21,1,-7,1.2,0,3,-21
Cc1cccc(N(C(=O)CS(=O)CC(=O)Nc2ccc3c(c2)OCO3)C(C)C(=O)NC2CCCC2)c1C (configuration not stated),-1,12,6,1,-5,1.2,-2,0,-17
OCCC#Cc1ccc(CN2CCN(C3CCCCC3)C(CCO)C2)cc1 (configuration not stated),1,15,0,1.1,10,1,-5,1,0
COc1ccc(C2=CCN3CCCCC3C2)c(-c2ccc(OC)c(OC)c2)c1 (configuration not stated),-8,6,-2,0.96,-10,1,4,0,-4
Cc1nn(C)cc1C(C)NC(=O)c1cc(COc2ccc(F)c(F)c2)on1 (configuration not stated),4,18,7,1.1,4,1.2,-8,0,-16
CC(C)CCN1CCN(Cc2ccc(Sc3nncn3C)o2)CC1CCO (configuration not stated),0,-2,0,1,-3,0.99,-2,-1,1
O=C(COc1ccc(F)cc1)NCCCn1ccnc1,-3,14,-6,1.1,-4,1.2,-8,-2,-19

# For reference, some entries already given.
mol,SENP1 inh,NALP3 yeast inh,APOBEC3A inh,mIAP act,APOBEC3G inh,hIAP activ,mIAP inh,beta cell repl,hIAP inh
COCCN(C(=O)c1csnn1)C(C(=O)NC1CCCCC1)c1sccc1C (configuration not stated),0,8,-3,0.88,-7,0.9,12,0,10
NS(=O)(=O)c1ccc(O)c(NC(=O)c2ccc([N+](=O)[O-])o2)c1,1,16,8,0.68,64*,1,32,-5,-2
O=C1CCC(C(=O)N2CCCC2)CN1Cc1cccc(C(F)(F)F)c1 (configuration not stated),3,17,-3,0.99,-10,1.1,1,1,-14
CCOC(=O)COn1c(=O)c[n+]([O-])c2ccccc21,1,0,-1,0.99,-3,0.88,1,1,12
Cc1ccc(-c2nc3c(c(SCC(=O)N4CCOCC4)n2)COC(C)(C)C3)cc1,-1,21,-4,1,-6,1.1,-2,3,-10
CN(CC(=O)Nc1cccc(F)c1)C(=O)CCNC(=O)c1ccc(Br)cc1,0,18,21,1,-7,1.2,0,3,-21
Cc1cccc(N(C(=O)CS(=O)CC(=O)Nc2ccc3c(c2)OCO3)C(C)C(=O)NC2CCCC2)c1C (configuration not stated),-1,12,6,1,-5,1.2,-2,0,-17
OCCC#Cc1ccc(CN2CCN(C3CCCCC3)C(CCO)C2)cc1 (configuration not stated),1,15,0,1.1,10,1,-5,1,0
